# FEN1 inhibitor = human FEN1 inhibition; Potency, µM (doses to about 114 µM), for inactives: at the highest dose activity change, negative = inhibition, most hits filed as inhibitors; Recombinant FEN1 flap cleavage, fluorescence, 15 min; actives 0.35% (n = 390,000); active = well fitted inhibition curve with a large enough effect; inconclusive = small, poorly fitted or top-dose-only effect; inactive = no such curve, though single readings can be large or run the other way; also: nearly all actives have a fitted effect of over 65% in size
# Target sequence (P39748 whole entry, looked up): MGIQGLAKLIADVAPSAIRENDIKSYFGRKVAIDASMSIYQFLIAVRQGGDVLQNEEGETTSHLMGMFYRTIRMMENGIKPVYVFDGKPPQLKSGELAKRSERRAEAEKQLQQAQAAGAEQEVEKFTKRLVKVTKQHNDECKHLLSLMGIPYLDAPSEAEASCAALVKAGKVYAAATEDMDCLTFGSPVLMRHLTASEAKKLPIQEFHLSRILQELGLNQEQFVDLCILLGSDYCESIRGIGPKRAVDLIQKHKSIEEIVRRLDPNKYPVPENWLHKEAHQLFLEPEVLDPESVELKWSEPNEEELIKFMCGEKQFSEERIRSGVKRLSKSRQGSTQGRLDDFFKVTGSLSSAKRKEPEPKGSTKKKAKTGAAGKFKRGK
#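 Steps: FEN1 (10 nM) dispensed; compound added by pin tool; 15 min at room temperature; substrate added to 50 nM final; reads at 0 min and 15 min; data normalized and fitted (four-parameter Hill).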
# * = called active by the depositor; ? = inconclusive; & = joins results of further samples; [ ] = another dose, or the depositor's remark. % is scaled to controls: 0 for no effect and ±100 for the full control effect; potency is read from the fitted curve at half-maximal effect. Some of the compounds tested; rates above refer to the full screens.
Structure	FEN1 inhibitor
COC(=O)c1sc(N2C(=O)c3oc4ccc(F)cc4c(=O)c3C2c2ccc(C)cc2)nc1C (stereo not drawn)	12%
CCc1ccc(C(=O)CSc2nc(-c3ccccc3)nc3c2CCCC3)cc1	1%
Clc1ncnc2[nH]ccc12	0%
Cc1ccc(C(=O)COC(=O)C(CC(C)C)NC(=O)C2CCC(C)CC2)cc1 (stereo not drawn)	-20%
CC(=O)OCC1OC(n2c(S)c(C#N)c(-c3ccccc3)c(C#N)c2=O)C(OC(C)=O)C(OC(C)=O)C1OC(C)=O (stereo not drawn)	-6%
O=C1C(Cl)=C(NCc2ccco2)C(=O)c2ccccc21	-8%
COc1ccc(-c2cc(C(=O)Oc3ccc(Br)cc3)c3ccccc3n2)cc1	-4%
O=S(c1ccccc1O)S(=O)c1ccccc1O (stereo not drawn)	?

# In the list so far, 5 contain nitrogen in an aromatic ring.
Structure	FEN1 inhibitor
COC(=O)c1sc(N2C(=O)c3oc4ccc(F)cc4c(=O)c3C2c2ccc(C)cc2)nc1C (stereo not drawn)	12%
CCc1ccc(C(=O)CSc2nc(-c3ccccc3)nc3c2CCCC3)cc1	1%
Clc1ncnc2[nH]ccc12	0%
CC(=O)OCC1OC(n2c(S)c(C#N)c(-c3ccccc3)c(C#N)c2=O)C(OC(C)=O)C(OC(C)=O)C1OC(C)=O (stereo not drawn)	-6%
COc1ccc(-c2cc(C(=O)Oc3ccc(Br)cc3)c3ccccc3n2)cc1	-4%

# Following part.
Structure	FEN1 inhibitor
O=C(O)c1ccccc1/C=N/Nc1ccc(S(=O)(=O)Nc2ccc(Cl)cc2)cc1[N+](=O)[O-]	-17%
COc1ccc(CN2CCN(c3ncnc4sc5c(c34)CC(C)CC5)CC2)cc1F (stereo not drawn)	1%
C[C@H]1NC(=O)[C@]2(C)[C@@H](c3ccccc3)[C@H]3COc4ccccc4[C@@H]3N2C1=O	2%
NN=C1C(=O)c2cccc3cccc1c23	?
CCOC(=O)C1C(=O)C=C(c2ccccc2)CC1c1ccccc1 (stereo not drawn)	-25%
NS(=O)(=O)c1cnccc1Nc1cccc(F)c1	-6%
CCC(NC(=O)C1CCCC1)c1ccccc1 (stereo not drawn)	-3%
Cc1c(/C(O)=C2\C(=O)C(=O)N(CCCN(C)C)C2c2cccs2)cnn1-c1ccccc1 (stereo not drawn)	44%[activator]
CCCCCCCN(CCCCCCC)c1ccc(/C=C/c2ccnc3ccccc23)cc1	13%
Cn1c(=O)c2c(nc(CN3CCCCC3)n2CCCc2ccccc2)n(C)c1=O	-3%
CN(C)c1cc(F)c(C=O)cc1F	-6%
CN(C)c1ccc(C2CCc3ccccc3N2C(=O)c2ccccc2)cc1 (stereo not drawn)	0%
Cc1ncc(C(=O)Nc2ccccc2)[nH]1	2%
CCCN=C1N(CC)C[C@@H]2[C@@H]3C(=O)N(C)C(=O)[C@@H]3[C@](Cc3ccccc3)(C(=O)OC)N12	15%
NCC(=O)c1c[nH]c2ccccc12	0%
CC1(C)OC(=O)C2(Cc3c(F)cccc3N3CCCC32)C(=O)O1 (stereo not drawn)	3%
COc1ccccc1C=NN=Cc1ccccc1O	4%
Cc1ccc(S(=O)(=O)c2nc(-c3ccccc3Br)oc2N(C)C)cc1	-8%
COc1ccc(C(=O)c2cc(OC)c(OC)c(OC)c2)cc1OC	6%
Fc1ccc(N2CCN(c3ncnc4c3nnn4Cc3ccccc3Cl)CC2)cc1	4%
O=C(COc1ccccc1C(=O)Nc1cccc(F)c1)Nc1ccc(Br)cc1	3%
COCCS(=O)(=O)N(Cc1ccc(Br)cc1)[C@@H](C)C(=O)OC	3%
Cc1ccc(C(=O)CSc2nc(-c3ccccc3)nc3c2CCCC3)cc1C	-2%
COc1ccc(C(=O)C[n+]2ccc(Cl)c3ccc(Cl)cc32)cc1	-7%
N#CN=c1snc(-c2ccccc2)n1-c1ccc(Cl)cc1	-7%
CC1(C)CC2(CCO1)N1CC3(C)CN2CC(C)(C1)C3=O (stereo not drawn)	-1%
O=C1CCSc2c1ccc1ccccc21	-8%
O=C1C=CC(=Nc2cccc3c2C(=O)c2ccccc2-3)O1	?
CCOc1ccccc1/C=N/NC(=O)c1nnn(-c2nonc2N)c1CN1CCCCCC1	2%
COc1ccc(OC)c(C(Cc2ccnc3ccccc23)Cc2ccnc3ccccc23)c1	-9%
COc1cc(C)c(C(=O)Oc2cc(C)c(C(=O)O)c(O)c2C)c(O)c1C	-1%
CCN(CC)c1ccc2cc(-c3nc(-c4cc5ccccc5oc4=O)cs3)c(=O)oc2c1	-13%
C=C1C=C(C(F)F)n2ncc(C(=O)NCc3ccccc3OC)c2N1	6%
COC(OC)C1(CCc2ccccc2)NC(=O)NC1=O (stereo not drawn)	-14%
Cc1cc(N)cc(C)c1-c1c(Br)cc(N)cc1Br	-14%
NC(=O)c1ncn([C@@H]2O[C@H](CNCc3cccc(OC4CCCC4)c3)[C@@H](O)[C@H]2O)n1	-6%
CC(C)Oc1ccc(S(=O)(=O)N2CCOCC2)cc1NC(=O)c1cccc(S(=O)(=O)N2CCCC2)c1	-2%
CC(=O)C[C@H]1c2cc(C(F)(F)F)ccc2S(=O)(=O)N1C1CCCCC1	-1%&-2%
COc1cc(C2c3cc4c(cc3OC(Nc3ccc(C(=O)O)cc3)C2C)OCO4)cc(OC)c1OC (stereo not drawn)	-4%
OCC1OC(n2cnc3c(SCc4ccccc4)nc(F)nc32)C(O)C1O (stereo not drawn)	-1%
Cc1ccn2cc(CCNS(=O)(=O)c3ccc4ccccc4c3)nc2c1	7%
Cc1cc(C)c(O)c(CN(C)Cc2cc(Cl)cc(Cl)c2O)c1	-7%
Clc1ccc(N(CC2CO2)CC2CO2)cc1 (stereo not drawn)	11%
O=C(C=Cc1ccco1)c1ccc2ccccc2c1	-21%
Cc1cccc(-c2oc3ccc(-c4ccc5c(c4)OCO5)cc3c2-c2ccc(OC3CCCCO3)cc2)c1 (stereo not drawn)	12%
N#Cc1ccc[n+](CC(=O)c2ccc(F)cc2)c1	17%
COc1c2c(cc(O)c1C(C)=O)OC(C)(C)C=C2	1%
COc1cc(N=Nc2ccc(C)cc2S(N)(=O)=O)c(C)cc1N	-14%
C#CCOCCOCCOCCNc1nc(N2CCN(C(=O)[C@H](C(C)C)n3cc(CCO)nn3)CC2)nc(N2CCN(C(=O)[C@H]([C@@H](C)CC)n3cc(CCC(=O)O)nn3)CC2)n1	-5%
CCOC(=O)c1ccc(NCc2ccncc2)cc1	-3%
CN(Cc1ccccc1)C(=O)c1ccc(NC(=O)Cc2ccc(NC(=O)C3CCN(C(=O)C4CCC4)CC3)cc2)cc1	-5%
CC(=O)N(Cc1ccccc1)C(CC(=O)NCc1ccccc1)C(=O)O (stereo not drawn)	-4%
CC(C)(CNC(=O)c1cccc(S(=O)(=O)Nc2ccc(SC(F)F)cc2)c1)N1CCOCC1	18%
C[C@@H](NS(=O)(=O)c1ccc(Br)cc1F)[C@@H](O)c1ccccc1	-9%
Cc1sc2ncnc(N3CCN(S(=O)(=O)c4ccc(Br)cc4)CC3)c2c1C	-6%
O=C1C=CC(=O)N1c1ccccn1	-6%

# Quoted at random: 3 entries already listed.
Structure	FEN1 inhibitor
CC(C)(CNC(=O)c1cccc(S(=O)(=O)Nc2ccc(SC(F)F)cc2)c1)N1CCOCC1	18%
Cc1sc2ncnc(N3CCN(S(=O)(=O)c4ccc(Br)cc4)CC3)c2c1C	-6%
CN(Cc1ccccc1)C(=O)c1ccc(NC(=O)Cc2ccc(NC(=O)C3CCN(C(=O)C4CCC4)CC3)cc2)cc1	-5%

# Continued.
Structure	FEN1 inhibitor
O=c1c2ccccc2nc(/C=C/c2cccc([N+](=O)[O-])c2)n1CCCO	8%
Cc1cccc(C(=O)N[C@@H]2c3ccccc3C[C@@H]2O)n1	-2%
CN1CCC23c4ccccc4NC1C21CCN(C)C3Nc2ccccc21	-2%
Cc1ccc(-n2nnc(-c3cccnc3)n2)cc1	-1%
O=C(Nc1ccc(C(=O)N2CCCC2)cc1)c1cccc(C(F)(F)F)c1	-17%
Cc1ccc(S(=O)(=O)c2ccc([N+](=O)[O-])o2)cc1	6%
COc1cc(NC(C)CCCNC(C)C)c2ncccc2c1OC (stereo not drawn)	4%
CC(C)CCC1(CCO)C(=O)N=C(N)NC1=O (stereo not drawn)	2%
COc1ccccc1CCC(=O)O	14%
CCCC(O)(c1ccccc1)C(c1ccccc1)c1ccccn1 (stereo not drawn)	-5%
NC(=O)COC(=O)c1ccccc1OCC(=O)Nc1ccc(Br)cc1	1%
Cc1cc2ccc(Cl)nc2nc1C	17%
Cc1ccc(NC(=O)CN(C)C(=O)C2CCC2)cc1	-2%
CC1(C)Cc2c(c(N3CCOCC3)nc3sc4c(NCCN)ncnc4c23)CO1	-15%
CC(C)C(=NO)c1ccccc1	-1%
O=CC(=O)c1ccc(Cl)cc1	7%
Cn1cc(C(=O)N/N=C/C2=C(N3CCOCC3)C(=C/c3ccc([N+](=O)[O-])cc3)/CC2)ccc1=O	-14%
CC(C)(NC(=O)N1CCOCC1)c1cccc(C(C)(C)NC(=O)N2CCOCC2)c1	-4%
CC1CCN(C(=O)c2cc3nc(-c4ccccc4)cc(-c4ccccc4)n3n2)CC1	3%
O=C(c1cc(-c2cccnc2)nc2ccccc12)N1CCN(S(=O)(=O)c2ccc(Cl)s2)CC1	2%
CCO[C@@H]1OC(C(=O)N2CCOCC2)=C[C@H](C(C)(C)C)[C@H]1CCCO	-11%
COc1cccc(C=NNc2nc3ccccc3s2)c1OC	13%
Nc1c(N(Cc2ccccc2)C(=O)COc2ccc([N+](=O)[O-])cc2)c(=O)[nH]c(=O)n1Cc1ccccc1	28%
CCN(N=O)c1ccc(/C=C/c2ccnc3ccccc23)cc1	2%
O=C1CCC(c2ccccc2)N1c1ccccc1 (stereo not drawn)	-5%
CCOc1ccc(C(=O)N2CCN(c3ncccn3)CC2)cc1	0%
CC(C)(C)OC(=O)N1CCCC(C(=O)Nc2ccc(C(=O)NCc3ccccc3)cc2)C1 (stereo not drawn)	-3%
O=C(Nc1ccc(Cl)cc1Cl)[C@@H]1CC=C[C@@H]2CCN(C3CC3)C(=O)[C@@H]21	1%
CCOC(=O)C1(CCOc2ccccc2)CCN(C(=O)CCSC)CC1	-2%
O=C(c1cc2ccccc2[nH]1)c1cc2cc(O)ccc2[nH]1	-7%
CN(C(=O)c1cccc(NC(=O)Cc2cccc(NC(=O)C3CCN(C(=O)C4CCCC4)CC3)c2)c1)C1CCC1	-8%
CC(C)CCNC(=O)Cn1c(NCCC(C)C)nc2c1c(=O)n(C)c(=O)n2C	23%
Cc1ccc(C)c(NC(=O)Cn2c(-c3nonc3N)nc3ccccc32)c1	3%
Cc1c2ccccc2nc2ccccc12	-17%
COc1cccc(NC(=O)Cn2c(-c3nonc3N)nc3ccccc32)c1	16%
CCCCN1CC[C@H]2C=CC[C@@H](C(=O)N3CCN(c4ccccc4)CC3)[C@H]2C1=O	-1%&-5%
C[C@]12CC[C@@H]3c4ccc(O)cc4CC[C@H]3[C@@H]1CC[C@@H]2OC(=O)CCC1CCCC1	4%
O=C(C[n+]1ccccc1Br)c1ccc(Cl)cc1	-19%
CCC(C)NC(=O)C1(N2C(=O)c3ccccc3C2=O)CCCC1 (stereo not drawn)	11%
CCN(CC)CCn1c2ccccc2c(=O)c2c(O)ccc(O)c21	?
OCC[C@@H]1C[C@H](O)[C@@H](O)[C@]2(CCCCO2)O1	19%
COC1=C(Br)C(=O)c2ncccc2C1=O	?
N=c1n(CCO)c2ccccc2n1Cc1ccccc1F	-3%
CCOC(=O)c1ccc2[nH]c(C)c(CN3CCN(C)CC3)c(=O)c2c1	1%
COc1ccc([C@H]2/C=C\CN(S(=O)(=O)c3cccc4cccnc34)[C@@H](C)C(=O)N2Cc2ccc(F)cc2)cc1	8%
CN(C(=O)c1cccc(NC(=O)Cc2cccc(NC(=O)C3CCN(C(=O)C4CC4)CC3)c2)c1)C1CCC1	-2%
C[N+]1(CC(=O)c2ccc(Br)cc2)CCOCC1	5%
Cc1ccc(NCC2(N=Cc3ccccc3)OC(CO)C(O)C2O)cc1 (stereo not drawn)	2%
Cc1cc(C)c2nc(SC(C)C#N)cc(C)c2c1 (stereo not drawn)	-5%
O=C(O)c1cc(-c2ccccc2)nn1CC1CC(c2cccc([N+](=O)[O-])c2)=NO1 (stereo not drawn)	13%
CN(C)c1ccc(/C=C/c2ccnc3ccccc23)c(N)c1	8%
Clc1nccc(N2CCN(c3ccccc3Cl)CC2)n1	-8%
Cc1cccc(-c2ccc3c(c2)C2CC3CCN2Cc2ccc3c(c2)OCO3)c1 (stereo not drawn)	-9%
C#CCOc1c(Br)cc(C2C(C(=O)OC)=C(C)NC3=C2C(=O)c2ccccc23)cc1OCC (stereo not drawn)	?
O=C1NC(O)(c2ccccc2)Oc2ccccc21 (stereo not drawn)	-18%
C[N+]1(CC(=O)c2ccc(I)cc2)CCOCC1	18%

# Following part:
Structure	FEN1 inhibitor
O=C(CCn1c(=O)oc2ccccc21)N(Cc1ccccc1)c1ccccn1	8%
CC(=O)Nc1ccc(C(=O)NNC(=O)CCCCC(=O)NNC(=O)c2ccc(NC(C)=O)cc2)cc1	3%
Cc1cccn2c(=O)c3cc(C(=O)NCc4cccnc4)c(=N)n(CCCO)c3nc12	-10%
O=C(Nc1ccc(Cl)c(Cl)c1)Nc1cc(C(=O)N2CCOCC2)ccc1N1CCCCC1	-2%
CC(=O)Nc1cccc(OCCCOc2cccc([N+](=O)[O-])c2)c1	-1%
Cc1ccsc1C(=O)NCc1ccc(Cl)cc1	-3%
Cc1ccc(C(=O)OCC(=O)c2ccc(Br)cc2)cc1S(=O)(=O)N1CCOCC1	-15%
